MgcRacGAP inhibition: MgcRacGAP GTPase-activating activity inhibitors, confirmation, biochemical, ADP Hunter fluorescence; inhibition, % at 30 µM; hits with a dose series show IC50 in µM; MgcRacGAP-stimulated Rac1 GTP hydrolysis, ADP Hunter fluorescence; higher % means a stronger effect; GST-tagged Rac1 F28L mutant substrate; Rac GTPase-activating protein 1 (Homo sapiens); actives 0.6% (n = 340,000); AID 624330, 2012;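 active = first-screen hits whose inhibition reached a set limit at any dose in the follow-up dose series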;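 note: fluorescence reports GDP produced by GAP-driven GTP hydrolysis; strong numbers were not always called active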
NTR1 ag: agonists of NTR1, primary screen, imaging, U2OS cells, beta-arrestin-GFP, high content (AID 493036) | Neurotensin receptor type 1 (Homo sapiens), P30989 | NTR1-U2OS beta-arrestin-GFP spot imaging, agonist mode | activation, % at 20 µM | actives 0.17% (n = 330,000);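 active = activation at or above 40% of the spot to cytoplasm intensity ratio, with at least 20 cells analyzed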;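 note: 0% = DMSO without peptide and 100% = 100 nM NTR1 peptide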
Target sequence (P30989 whole entry, looked up): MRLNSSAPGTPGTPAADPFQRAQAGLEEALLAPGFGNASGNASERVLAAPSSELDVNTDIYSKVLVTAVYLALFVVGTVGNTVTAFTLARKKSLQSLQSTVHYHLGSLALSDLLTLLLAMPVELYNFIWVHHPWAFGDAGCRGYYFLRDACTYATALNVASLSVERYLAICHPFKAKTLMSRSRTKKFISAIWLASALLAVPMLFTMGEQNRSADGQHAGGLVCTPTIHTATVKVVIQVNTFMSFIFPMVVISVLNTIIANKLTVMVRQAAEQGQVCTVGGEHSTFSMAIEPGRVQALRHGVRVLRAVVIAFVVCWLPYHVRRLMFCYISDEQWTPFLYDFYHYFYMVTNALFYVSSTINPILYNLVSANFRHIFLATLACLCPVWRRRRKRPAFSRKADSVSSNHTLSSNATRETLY
GPR55 beta-arrestin: GPR55 agonists via beta-arrestin recruitment, primary screen, imaging, U2OS cells, beta-arrestin-GFP redistribution (AID 1961); G-protein coupled receptor 55 (Homo sapiens); U2OS GPR55 beta-arrestin-GFP redistribution imaging; higher % means a stronger effect; one-dose activation, % at 10 µM; EC50 in µM for titrated hits; actives 0.048% (n = 290,000);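 active = activation above 40% with more than 50 cells counted in the well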;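 note: U2OS osteosarcoma cells stably expressing GPR55 and beta-arrestin-GFP; plate controls were DMSO negative control for no effect and LPI positive control for full effect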
GPR35 arrestin U2OS: GPR35 antagonists blocking zaprinast-driven arrestin recruitment, primary screen, imaging, U2OS, beta-arrestin-GFP, zaprinast agonist (AID 2058); G-protein coupled receptor 35 (Homo sapiens); U2OS GPR35 beta-arrestin-GFP translocation imaging, zaprinast antagonism; higher % means a stronger effect; inhibition, % at 10 µM, or IC50 in µM where a hit was titrated; actives 0.052% (n = 290,000);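 active = inhibition of at least 50% with at least 30 cells and total cytoplasm GFP at most 10,000,000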
GPR55 LPI antagonism: GPR55 antagonists blocking LPI-driven arrestin recruitment, primary screen, imaging, U2OS, beta-arrestin-GFP, LPI agonist (AID 2013). G-protein coupled receptor 55 (Homo sapiens). U2OS GPR55 beta-arrestin-GFP translocation imaging, LPI antagonism; higher % means a stronger effect. one-dose inhibition, % at 10 µM; IC50 in µM for titrated hits. actives 0.13% (n = 290,000);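 active = spots per cell inhibited over 60%, with over 100 cells counted and total cytoplasm intensity under 500,000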;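 note: U2OS cells stably carrying GPR55 and arrestin-GFP stimulated by 5 µM LPI near EC80; imaged beta-arrestin-GFP aggregate spots per cell after agonist stimulation; plate controls were LPI-stimulated DMSO wells for no effect and DMSO wells without LPI for full effect; some results filed as inactive read as strong as hits; confirmed hits need IC50 under 10 µM and bright autofluorescent wells are also inconclusive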
K1F lysis inhibition: inhibition of K1F phage lysis, E. coli UTI89, bacterial capsule biogenesis inhibitors, alamar blue (AID 488966); E. coli UTI89 K1F phage lysis, alamar blue, 2 h; higher % means a stronger effect; inhibition, % at 100 µM, or IC50 in µM where a hit was titrated; actives 0.02% (n = 340,000);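 active = phage lysis inhibition, versus mean bacterial control, above a set limit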;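 note: capsule biogenesis inhibitors block K1F phage lysis so surviving cells raise fluorescence; higher fluorescence means more inhibition of phage lysis; actives were called in the ten point dose series up to 300 µM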
NOD1 inhibition: NOD1 signaling inhibitors, primary screen, cell-based, luminescence, uHTS (AID 1578); NOD1-driven NF-kB luciferase reporter cells, luminescence; higher % means a stronger effect; inhibition, % at 4 µM; hits with a dose series show EC50 in µM; actives 1% (n = 290,000); in the data active = inhibition mostly above about 36%, no sharp cut-off; inactive = mostly below about 34%;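 note: HEK-293T reporter cells stimulated with the NOD1 agonist gamma-tri-DAP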
KOR beta-arrestin-1: KOR agonists, beta-arrestin recruitment, primary screen, cell-based, luminescence, uHTS (AID 1777) | activation, % at 10 µM, or EC50 in µM where a hit was titrated | actives 0.02% (n = 280,000) | KOR beta-arrestin recruitment, luminescence; higher % means a stronger effect; in the data active = activation above about 50%, passing the limit was not always enough; note: a part of the inactive calls stands beside numbers as strong as those of hits
KOR beta-arrestin-2: KOR antagonists, beta-arrestin recruitment, cell-based, luminescence, uHTS (AID 1778); KOR beta-arrestin recruitment, luminescence, antagonist mode; higher % means a stronger effect; inhibition, % at 10 µM, or IC50 in µM where a hit was titrated; actives 0.091% (n = 290,000); in the data active = inhibition above about 50%; note: strong numbers were not always called active
NTR1 ag cell count 20 µM: also measured in NTR1 ag; calls as there; cell count; measured here: cell count, cytotoxicity flag
An asterisk follows results filed as active; nt = no result given; [ ] = another dose, or the depositor's remark. A portion of the library; rates above refer to the full screens.

Assay codes – A = MgcRacGAP inhibition; B = NTR1 ag; C = NTR1 ag cell count 20 µM; D = GPR55 beta-arrestin; E = GPR35 arrestin U2OS; F = GPR55 LPI antagonism; G = K1F lysis inhibition; H = NOD1 inhibition; I = KOR beta-arrestin-1; J = KOR beta-arrestin-2
O=C(N1CCOCC1)N(Cc1cccs1)C1CCCC1
  A: 8%	B: -0.6	C: 66	D: -0.1%	E: -18%	F: 0%	G: 0.4%	H: -9%	I: 4.4%	J: -4%
CC(C)c1ccc(NC(=S)N2CCCC(c3ccc(F)cc3)=N2)cc1
  A: 5%	B: 3.5	C: 47	D: 0.1%	E: -5%	F: -1%	G: 0.1%	H: -8%	I: 3.7%	J: -26%
CC(C)c1ccc(NC(=O)CSC(C)c2nc3ccccc3c(=O)[nH]2)cc1 (stereo not drawn)
  A: 8%	B: 5.0	C: 61	D: 0.0%	E: 1%	F: 1%	G: 1.7%[50 µM]	H: 6%	I: 4.3%	J: -12%
Cc1cccc(NC(=O)COC(=O)CCc2ccccc2)c1C
  A: 12%	B: 0.1	C: 65	D: -0.1%	E: 1%	F: -25%	G: 0.1%	H: -13%	I: -4.9%	J: 17%[20 µM]
CCN(CC)S(=O)(=O)c1ccc(OC)c(-n2cnnn2)c1
  A: -9%	B: -1.0	C: 79	D: -0.1%	E: 4%	F: -3%	G: -0.5%	H: -33%	I: -0.1%	J: -3%[20 µM]
CC(C)=C1SC(N2CCN(c3ccc(C)cc3)CC2)=NC1=O
  A: 13%	B: 1.9	C: 38	D: 0.4%	E: -5%	F: -6%	G: 1.3%	H: -4%	I: -2.4%	J: -12%
Cc1ccc(OCC(=O)NNC(=O)C2CCN(c3nccc(C)n3)CC2)cc1
  A: 5%	B: -0.7	C: 41	D: -0.1%	E: 13%	F: 1%	G: 0.4%	H: 16%	I: 3.4%	J: -9%
N#CCc1nn(Cc2ccc(F)cc2)c(=O)c2ccccc12
  A: -7%	B: 1.1	C: 79	D: -0.1%	E: -7%	F: 7%	G: 1.1%	H: -13%	I: -1.2%	J: 16%
CCN(CC)CCCNC(=O)CC1Oc2ccc(C)cc2NC1=O (stereo not drawn)
  A: 2%	B: 1.4	C: 39	D: -0.1%	E: 13%	F: -9%	G: 7.3%	H: -6%	I: -7.8%	J: 14%
OC(CN1CCCCC1)Cn1c2ccccc2c2ccccc21 (stereo not drawn)
  A: 10%	B: 0.1	C: 86	D: -0.1%	E: -1%	F: -5%	G: 0.1%	H: -2%	I: 9.9%	J: -37%
CCC1(CC)C(=O)N(C)C(=O)NC1=Nc1ccccc1
  A: 5%	B: -1.4	C: 84	D: -0.1%	E: 12%	F: 7%	G: 0.5%	H: -10%	I: -6.3%	J: 2%
CC(=O)N[C@@H](C)c1nc2ccccc2n1CCCN1CCN(c2nc(-c3ccc(C)cc3)cs2)CC1
  A: 5%	B: -0.9	C: 96	D: -0.2%	E: -10%	F: 1%	G: 5.9%	H: -4%	I: -1.9%	J: -34%[20 µM]
COc1ccc(N2C(=O)c3ccccc3C2=O)cc1
  A: 7%	B: 0.1	C: 61	D: 0.4%	E: -7%	F: -12%	G: 0.6%	H: -11%	I: nt	J: -5%[20 µM]
S=C(NCCc1ccccc1)Nc1ccc(Br)cn1
  A: 12%	B: 19	C: 40	D: 0.1%	E: 1%	F: 6%	G: -0.1%	H: 4%	I: -0.1%	J: -6%
O=[N+]([O-])c1nn(-c2ccc3c(c2)OCCO3)n(O)c1=NC1CCN(Cc2ccccc2)CC1
  A: 11%	B: 0.2	C: 85	D: 0.6%	E: -4%	F: 9%	G: 0.3%	H: -20%	I: -3.7%	J: -24%
COc1ccc(NC(=O)CCCSc2ccccc2)cc1
  A: -7%	B: 1.3	C: 31	D: 0.1%	E: 1%	F: 4%	G: -0.5%	H: 0%	I: 17%	J: -10%
CC(/C=N/NC(=O)c1c(Br)cnn1C)=C\c1ccccc1
  A: -3%	B: -1.6	C: 53	D: 0.4%	E: 7%	F: 9%	G: 1.1%[50 µM]	H: -17%	I: 1.0%	J: -3%
CN(C)N=Nc1ccc(-c2cn(Cc3ccccc3)cn2)cc1
  A: 18%	B: 2.5	C: 42	D: -0.3%	E: 5%	F: 8%	G: -0.1%	H: -72%	I: 3.6%	J: -50%[20 µM]
O=C(Cn1c(C(F)(F)F)nc2ccccc21)Nc1ccccc1C(=O)O
  A: 0%	B: 0.7	C: 48	D: 0.5%	E: 0%	F: 10%	G: -0.3%	H: -16%	I: nt	J: nt
O=C(O)CCn1cc(/C=N/O)c(-c2cccc([N+](=O)[O-])c2)n1
  A: 7%	B: -0.6	C: 29	D: 0.0%	E: 10%	F: 0%	G: 0.6%	H: -32%	I: 4.1%	J: -19%

(cont.)
Sequence of screens: MgcRacGAP inhibition, NTR1 ag, NTR1 ag cell count 20 µM, GPR55 beta-arrestin, GPR35 arrestin U2OS, GPR55 LPI antagonism, K1F lysis inhibition, NOD1 inhibition, KOR beta-arrestin-1, KOR beta-arrestin-2
- CNn1cnc2ccsc2c1=O
 : 8%, -0.3, 70, 0.3%, 6%, 4%, 1.1%, -12%, -0.8%, 43%
- CCOC(=O)c1c(-c2ccc(C)cc2)cn2ccccc12
 : 14%, 4.6, 65, 0.3%, 11%, -1%, 0.4%, 24%, 8.0%, 1%
- CN(c1ccc(C(=O)Nc2cccnc2)cc1)S(=O)(=O)c1ccc(Cl)cc1
 : -2%, 0.5, 73, 0.8%, 6%, 8%, 0.0%, 21%, 0.1%, -7%
- COc1ccccc1NC(=O)N1CCCC1C(=O)NC12CC3CC(CC(C3)C1)C2 (stereo not drawn)
 : 1%, -0.5, 98, -0.2%, -11%, 3%, 0.0%, 7%, 1.9%, 3%
- CCc1cc2c(Nc3ccccc3O)nc(C)nc2s1
 : 10%, -0.3, 68, -0.1%, 12%, -2%, 0.0%, 24%, 3.2%, -33%[20 µM]
- CN(C)S(=O)(=O)c1cccc(NC(=O)COC(=O)c2cn(-c3ccccc3)nc2-c2ccccc2)c1
 : -8%, 3.2, 80, -0.3%, 0%, 14%, 1.1%[50 µM], -11%, -2.5%, 1%
- COc1ccc(Cn2nnnc2C(c2cc3cc(C)cc(C)c3[nH]c2=O)N2CCOCC2)cc1 (stereo not drawn)
 : 2%, 0.8, 63, -0.2%, 6%, 9%, 2.7%, -4%, 10%, -5%
- CC(C)CCC(C(=O)O)C(C)CC(=O)Nc1ccn(-c2ccccc2)n1 (stereo not drawn)
 : 10%, -0.2, 49, 0.2%, 7%, -6%, 0.0%, -12%, 6.0%, -14%
- CCCCNc1cc(NC(C)=O)cc2cc(OC)c(OC)cc12
 : 39µM*, -1.9, 54, 0.0%, 10%, 26%, 0.0%, -51%, -2.4%, 14%
- O=C(N/N=C/c1ccc2c(c1)OCO2)c1sc2cc(Cl)ccc2c1Cl
 : 4%, 0.8, 44, 1.3%, 14%, -12%, 3.2%, -41%, 7.4%, -80%
- O=C(CSc1nnc(COc2ccccc2)o1)NCCc1ccccc1
 : 5%, 0.9, 57, -0.3%, 9%, 6%, 1.6%, -25%, 2.5%, -24%
- Brc1ccc(-c2csc(N3CCC(c4ccccc4)C3)n2)cc1 (stereo not drawn)
 : 8%, 0.0, 83, 0.2%, -8%, 12%, 0.4%, 4%, 1.9%, -14%
- Cc1cc(C)c(OCC(=O)Nc2ccc(N3CCOCC3)cc2)c(Br)c1
 : 7%, 0.1, 59, 0.7%, -6%, -4%, -0.1%, -20%, -2.4%, 16%
- CCCCN(C)CCCNC(=O)C1(O)c2ccccc2NC(=O)N1c1ccc(Cl)cc1 (stereo not drawn)
 : 5%, -2.5, 69, -0.1%, -3%, 15%, 0.2%, -6%, -5.8%, -10%
- COc1ccc(CCNC(=O)CSc2nnc(-c3ccccc3)o2)cc1OC
 : -3%, 0.8, 86, -0.3%, 8%, -5%, 0.4%, 9%, 31%, 25%
- Nc1nc(-c2ccccc2)cn1N
 : 10%, -0.1, 49, 0.0%, 6%, -4%, 0.2%, -28%, 3.6%, -28%
- C=CCOc1cccc(/C=C\c2nc(O)c([N+](=O)[O-])c(=O)[nH]2)c1
 : 8%, -1.6, 92, -0.1%, 15%, 5%, -0.1%, -8%, -3.3%, 17%
- NC(=O)C1=C[C@@H](c2ccc(C(F)(F)F)cc2)C[C@@H](OCCCCO)O1
 : 8%, 0.0, 74, 0.5%, -1%, 9%, 1.5%, -7%, 1.6%, -2%
- CCOC(=O)CNc1ncc([N+](=O)[O-])cc1C#N
 : 4%, 0.0, 75, 0.2%, 6%, 3%, 1.6%[50 µM], -8%, -2.8%, -3%
- CCOc1ccc(CN(C)CC(=O)Nc2cc(C)c(C)cc2[N+](=O)[O-])cc1
 : 2%, 3.7, 62, -1.1%, 0%, 2%, 0.1%, 26%, 5.2%, -44%
- CC(=O)Oc1cc2c3c(c1)/C(=C1/SC(=S)NC1=O)C(=O)N3C(C)(C)C=C2C
 : 15%, 5.8, 42, -0.1%, -2%, 0%, -0.2%, 10%, 1.9%, -68%
- CCc1ccc(OCC(=O)Oc2ccc([N+](=O)[O-])cc2)cc1
 : 2%, 0.4, 62, -0.2%, -9%, -14%, 1.6%, -32%, 2.6%, -25%[20 µM]
